Compound activity as filed in PubChem BioAssay.
NR2F2 inh – NR2F2 transcriptional activity inhibitors, primary screen, cell-based, luciferase reporter, HEK293T, luminescence; HEK293T NGFI-A luciferase reporter; 0.7% of 370,000 active; AID 686940, 2013; inhibition, % at 8.6 µM;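 active = inhibition above a per-plate cutoff, mean inhibition of test wells between control levels plus 3 SD, cut at about 38% in these data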;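 note: cells cotransfected with COUP-TFII expression vector driving the NGFI-A reporter; 0% = median of COUP-TF2 test wells and 100% = reporter-only cells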
Target sequence (P24468 whole entry, looked up): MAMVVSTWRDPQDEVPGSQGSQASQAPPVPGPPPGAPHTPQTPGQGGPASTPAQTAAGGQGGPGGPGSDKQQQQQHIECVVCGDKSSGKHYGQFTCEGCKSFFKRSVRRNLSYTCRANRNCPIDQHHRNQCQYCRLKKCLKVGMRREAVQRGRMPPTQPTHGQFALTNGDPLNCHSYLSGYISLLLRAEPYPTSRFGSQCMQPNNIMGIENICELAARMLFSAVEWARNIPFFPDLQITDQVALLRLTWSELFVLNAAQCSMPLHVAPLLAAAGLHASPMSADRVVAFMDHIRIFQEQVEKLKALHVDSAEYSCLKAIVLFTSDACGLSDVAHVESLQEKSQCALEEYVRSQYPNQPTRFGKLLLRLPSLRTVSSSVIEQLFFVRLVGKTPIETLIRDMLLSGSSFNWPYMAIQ
NR5A2 inv ag – LRH-1 (NR5A2) inverse agonists, primary screen, cell-based, luminescence, HEK293T, StAR-luciferase reporter; Nuclear receptor subfamily 5 group A member 2 (Homo sapiens), O00482; AID 602396, 2012; LRH-1 transfected, 24 h; inhibition, % at 3.6 µM; 0.13% of 360,000 active;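 active = inhibition above the mean inhibition of all tested compounds plus 3 SD, cut at about 73% in these data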;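 note: 0% = DMSO wells and 100% = reporter-only cells lacking LRH-1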
Target sequence (O00482 whole entry, looked up): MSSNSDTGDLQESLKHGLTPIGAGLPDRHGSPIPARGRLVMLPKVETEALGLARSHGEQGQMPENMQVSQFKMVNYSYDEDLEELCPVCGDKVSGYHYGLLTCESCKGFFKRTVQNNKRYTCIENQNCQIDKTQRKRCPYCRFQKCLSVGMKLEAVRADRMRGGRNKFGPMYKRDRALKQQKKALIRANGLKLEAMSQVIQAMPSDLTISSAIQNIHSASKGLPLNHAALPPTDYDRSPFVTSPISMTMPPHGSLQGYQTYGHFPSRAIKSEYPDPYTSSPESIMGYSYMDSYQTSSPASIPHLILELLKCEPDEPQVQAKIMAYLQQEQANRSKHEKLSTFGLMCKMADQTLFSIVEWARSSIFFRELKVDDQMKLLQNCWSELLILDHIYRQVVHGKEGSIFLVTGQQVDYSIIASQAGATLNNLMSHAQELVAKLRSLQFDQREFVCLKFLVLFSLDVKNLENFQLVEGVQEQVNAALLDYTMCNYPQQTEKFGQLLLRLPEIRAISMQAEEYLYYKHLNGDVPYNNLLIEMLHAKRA
TROY NFkB inh – inhibitors of TROY-driven NF-kB signaling, primary screen, Q293 LMP1-TROYcd cells, NF-kB luciferase, uHTS; 0.98% of 360,000 active; inhibition, % at 10 µM; Q293 LMP1-TROYcd NF-kB luciferase reporter, 4 h;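 active = compounds whose plate-normalised and pattern-corrected inhibition of the luciferase reporter signal at the single screening dose is 50% or more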
NCOA3 inh – SRC3 coactivator transcriptional activity inhibitors, primary screen, cell-based, luminescence | Nuclear receptor coactivator 3 (Homo sapiens), Q9Y6Q9 | 0.17% of 360,000 active | AID 588352, 2011 | inhibition, % at 3.6 µM | HEK293 GAL4-SRC3 luciferase reporter;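 active = inhibition above a per-campaign cutoff, the mean of all compounds plus 3 SD, cut at about 60% in these data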;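 note: 0% = DMSO-treated cells and 100% = gossypol-treated cells at 36 µM; higher means less SRC3-driven luciferase light from the GAL4 reporter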
KKLEB cytotox – cytotoxicity in KKLEB CF airway cells, primary screen, cytotoxicity control for CF NF-kB inhibitor project, cell-based, uHTS, fluorescence assay plates. 0.36% of 360,000 active. activity change (cytotoxicity), % at 5 µM. AID 602141, 2011. KKLEB CF airway cells viability, ATPlite luminescence, overnight; stronger effect = lower value; cells stimulated with P. aeruginosa culture filtrate;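 active = corrected activity change at or below -50% at 5 µM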
NCOA2 inhibitor – inhibition of GAL4-SRC2 driven luciferase reporter, primary screen, SRC2 inhibitor project, cell-based, luminescence; AID 651957, 2012; HEK293 GAL4-SRC2 luciferase reporter; 0.17% of 370,000 active; inhibition, % at 9 µM;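 active = inhibition above the mean inhibition of all tested compounds plus 3 SD, set per campaign, cut at about 52% in these data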;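 note: 0% = DMSO treated cells and 100% = cells given Gossypol at 36 µM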
TRAIL sens C8 – viability loss with TRAIL in NB7+C8 cells, primary screen, TRAIL sensitizer project, cell-based, ATPlite luminescence. inhibition (viability loss, TRAIL sensitization), % at 10 µM. 1% of 360,000 active. AID 624354, 2012;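 active = compounds causing at least 50% loss of cell viability in the single-dose screen, relative to plate controls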
CF NFkB block – inhibitors of PAF-induced NF-kB signaling, primary screen, cell-based, GFP fluorescence, uHTS | 0.86% of 360,000 active | inhibition, % at 5 µM | KKLEB NF-kB-GFP reporter, GFP fluorescence overnight | AID 588850, 2011;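 active = at least 50% inhibition at 5 µM, scaled per plate between neutral and stimulator controls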;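 note: PAF is a Pseudomonas aeruginosa culture filtrate used as stimulus; plate controls were PAF-stimulated DMSO wells for no effect and unstimulated DMSO wells for full effect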
TWEAK Fn14 block – inhibitors of TWEAK-Fn14 signaling, primary screen, luciferase reporter cells, uHTS; 2% of 360,000 active; inhibition, % at 10 µM; TWEAK-stimulated Fn14 reporter cells, luciferase luminescence, 8 h; in the data active = inhibition above about 50%
LMP1 NFkB inh – EBV LMP1-driven NF-kappaB luciferase reporter inhibitors, primary screen, cell-based, luminescence, single point | 0.69% of 350,000 active | inhibition, % at 12.5 µM | LMP1-induced NF-kappaB luciferase reporter cells; in the data active = inhibition above about 41%;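 note: 0% = neutral control wells and 100% = reference inhibitor control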
SRC1 inh – SRC1 coactivator transcriptional activity inhibitors, primary screen, cell-based, luminescence; HEK293 GAL4-SRC1 luciferase reporter; inhibition, % at 3.6 µM; 0.12% of 360,000 active; AID 588354, 2011;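 active = inhibition above the campaign mean plus 3 SD, with each screening campaign given its own cutoff, cut at about 60% in these data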;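 note: 0% = DMSO treated cells and 100% = gossypol at 36 µM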
The depositor's hits bear a star; / = not tested or not shown.

SMILES	NR2F2 inh	NR5A2 inv ag	TROY NFkB inh	NCOA3 inh	KKLEB cytotox	NCOA2 inhibitor	TRAIL sens C8	CF NFkB block	TWEAK Fn14 block	LMP1 NFkB inh	SRC1 inh
Cc1ccc(-c2nc3sc4c(N)ncnc4c3c3c2CCCC3)cc1	7	-4	-21	4	-7	3	3	36	18	1	-13
Cc1cccc(NC(=O)CN(C2=NC3CS(=O)(=O)CC3S2)c2ccccc2F)c1 (stereo not drawn)	5	-10	-11	2	12	12	-1	8	15	12	-11
Cc1noc(NS(=O)(=O)c2ccc(NC(=O)CC34CC5CC(CC(Br)(C5)C3)C4)cc2)c1C	-11	24	-9	-15	5	3	1	-11	0	-6	-20
Cn1c(SCC(=O)c2ccccc2)nnc1-c1ccccn1	-23	-36	-7	-38	-10	-64	21	8	-10	-27	-56
CC(C(=O)Nc1c2c(cc3c1CCC3)CCC2)N1CCCC1 (stereo not drawn)	9	17	-6	17	-6	3	7	3	3	5	11
Cc1ccc(-c2nn3cnnc3c3ccccc23)cc1	-9	18	14	-4	0	8	-8	2	-16	6	-5
Cc1ccc(S(=O)(=O)NN=CC=CC=NNS(=O)(=O)c2ccc(C)cc2)cc1	0	-8	-12	-17	0	15	-4	-7	5	0	-6
O=C(Cn1cc(/C=N/NC(=O)c2cccc3ccccc23)c2ccccc21)Nc1ccc(F)cc1	-1	9	31	1	-2	1	4	-19	10	0	-6
Cc1ccnc(NC(=O)c2cccc(NS(=O)(=O)c3ccccc3C)c2)c1	-29	5	-11	22	-13	-14	4	2	-12	-6	-2
CC1=C(C(=O)Nc2cccnc2)C(c2cccnc2)n2ncnc2N1 (stereo not drawn)	5	6	9	-8	-5	5	-2	-4	-9	4	-29
Cc1cc[n+](-c2nc3ccccc3nc2[N-]S(=O)(=O)c2ccccc2)cc1	9	8	-3	11	1	3	-16	-11	-3	5	2
CC(=O)c1ccc(-c2nnc(CCC(=O)N3CCCC(C(=O)CC(C)C)C3)o2)s1 (stereo not drawn)	-22	-85	-45	-82	9	-39	11	-19	-25	-26	-55
COC(=O)C1=C(N)N(c2ccccc2F)C2=C(C(=O)CC(C)(C)C2)C1c1ccc(OC)c(OC)c1 (stereo not drawn)	-5	29	15	5	-6	28	-1	14	0	11	5
CC(=O)Nc1ccc(Nc2cc(C)nc3c(-c4ccc(Cl)cc4)cnn23)cc1	5	-20	8	-53	-6	-42	36	7	40	-32	-67
Cc1ccc(NC(=O)CCc2ccc(S(=O)(=O)N3CCOCC3)cc2)c(Cl)c1	8	3	-11	12	10	-11	4	1	3	-14	4
COc1cc(C=O)ccc1Oc1nnnn1-c1ccccc1	-9	5	12	21	-3	1	9	6	-7	-1	-2
CCOC(=O)CNC(=S)N(CCCN1CCN(C)CC1)Cc1cccs1	7	7	-2	3	1	2	-3	8	-8	5	3
CC(C)(C)n1nnnc1C(c1cc2ccccc2o1)N1CCN(C(=O)OCc2ccccc2)CC1 (stereo not drawn)	7	-1	11	/	/	3	2	/	-17	/	/
Cc1cc(C)cc(OCC(=O)Nc2ccc(N3CCN(C(=O)c4ccco4)CC3)cc2)c1	19	3	31	-6	7	14	16	-10	16	5	-5
CCCn1c(Nc2nc3ccccc3n2C)nc2ccccc21	-2	-6	16	2	5	4	53*	4	-4	25	-8
N#Cc1cc2c(=O)n3ccccc3nc2n(-c2ccccc2Cl)c1=O	0	-6	-10	7	-6	-1	12	-9	19	-2	0
COc1ccc(CN(C(=O)c2oc3cc(C)c(C)cc3c2C)C2CCS(=O)(=O)C2)cc1OC (stereo not drawn)	9	0	-26	-11	-1	-15	8	-1	-32	10	3
NC(=O)c1cccc(-c2coc3c(C(=O)NCCc4ccccc4)cccc23)c1	-29	-46	-12	-26	6	-37	-9	-8	41	/	-19
COc1ccc(NC(=O)C(Cc2ccccc2)n2cccc2)cc1 (stereo not drawn)	-7	-11	-36	11	-3	14	0	-6	-25	-3	4
COc1ccc(CN2C(=O)CC(Cc3ccc(C)cc3)C2=O)cc1OC (stereo not drawn)	0	1	-12	4	13	6	-15	2	-8	-1	11
SMILES	NR2F2 inh	NR5A2 inv ag	TROY NFkB inh	NCOA3 inh	KKLEB cytotox	NCOA2 inhibitor	TRAIL sens C8	CF NFkB block	TWEAK Fn14 block	LMP1 NFkB inh	SRC1 inh
CCOc1ccccc1NC(=O)C1CCN(S(=O)(=O)c2c(C)noc2C)CC1	11	-7	4	-11	6	-12	12	-14	-4	-5	-8
NNC(=S)Nc1cc(S(=O)(=O)N2CCOCC2)ccc1N1CCOCC1	-6	12	7	3	-2	8	8	0	1	-2	1
COc1cc(NC(=O)CN2C(=O)NC(CC(C)C)C2=O)cc(OC)c1OC (stereo not drawn)	-1	3	8	6	1	23	-16	5	8	4	-2
CN(C(=O)CN1C(=O)S/C(=C\c2ccccc2)C1=O)C1CCS(=O)(=O)C1 (stereo not drawn)	5	-9	-10	3	0	-10	11	-6	-10	-4	-10
Cc1ccc2c(c1)N(CC(=O)N1CCOCC1)C(=O)C(C)O2 (stereo not drawn)	-5	-8	11	2	20	11	13	11	-5	4	17
COc1cc(/C=N/N=C(N)N)ccc1OCc1ccccc1Cl	-20	-2	0	-13	-4	-26	23	-11	2	4	14
CCOC(=O)CNC(=O)c1ccccc1	12	-5	9	7	0	-15	-19	6	8	-8	4
Cc1ccc(-c2nc(NC(=O)CSc3nnnn3-c3ccccc3)ns2)cc1	10	-23	21	-13	0	13	-7	9	-5	-5	-9
COc1ccc(CC(=O)Nc2cccc(Cl)c2C)cc1S(=O)(=O)N1CCOCC1	-10	-8	4	9	8	9	6	-5	-14	5	-5
Cc1cccc(C(=O)NCC2CCCO2)c1 (stereo not drawn)	6	-5	-14	7	-2	-32	21	5	2	-8	-23
CCOc1ccc(N=C2SCC(=O)N2CC)cc1	2	-7	8	-6	5	-2	11	-26	11	-2	-3
CCN1C(=O)/C(=C/c2ccc(N3CCCC3)cc2)NC1=S	-8	-19	-23	-22	0	-7	13	-47	30	-12	-7
CCc1ccc(NC(=O)CSc2nc3ccsc3c(=O)n2CCCCCC(=O)O)cc1	3	-4	14	9	-8	-11	-12	12	-4	0	-30
Cc1cc2oc(=O)cc(CN3CCN(c4ccccc4)CC3)c2cc1Cl	-4	0	-1	7	-5	-2	-2	9	-10	/	1
COc1ccc2cc(C(=O)NCC3CCCO3)[nH]c2c1 (stereo not drawn)	-20	-26	-9	-29	2	-38	-23	-1	-11	-6	-20
Cc1ccc(OCCC(=O)OCC(=O)N2c3ccccc3CC2C)cc1 (stereo not drawn)	10	2	3	13	-7	-18	4	2	-16	2	7
CC(C)CSc1nc(N)nc2c1ncn2C1OC(CO)C(O)C1O (stereo not drawn)	-26	-1	-3	4	7	-8	6	15	-12	-4	-22
CC(=O)c1c(OC(=O)c2ccccc2Br)ccc2c(C)cc(=O)oc12	-14	0	37	11	-13	-4	-5	-3	54*	19	4
O=C(/C=C/c1ccco1)NC(=S)Nc1cccc([N+](=O)[O-])c1	6	-9	-5	2	-25	-35	-10	14	-1	-3	-2
CCCN1CCC(=O)N([C@H](CSc2ccc(C)cc2)c2ccccc2)CC1	-12	-49	50*	-28	1	-13	8	17	37	-22	-37
CCOc1ccc2nc(NC(=O)c3cccnc3)sc2c1	-33	-106	-47	-49	9	-7	35	3	11	-2	-112
O=C(CNC(=O)c1ccccc1)N/N=C/C=C/c1ccccc1	-9	20	-9	7	-29	20	-1	24	7	1	0
OCC1(CCc2ccccc2)CCN(Cc2ccccc2Cl)CC1	1	-7	-3	6	-4	-4	13	0	0	-2	-31
CN1CCSc2ccc(C(=O)NCc3cccc(Br)c3)cc21	3	-16	-23	-4	-15	-20	-2	-9	-33	-2	-3
COc1ccc(S(=O)(=O)N(C)CC(=O)NC2CC2)cc1	5	-14	-9	-7	3	-23	-29	-3	15	2	-13
SMILES	NR2F2 inh	NR5A2 inv ag	TROY NFkB inh	NCOA3 inh	KKLEB cytotox	NCOA2 inhibitor	TRAIL sens C8	CF NFkB block	TWEAK Fn14 block	LMP1 NFkB inh	SRC1 inh
Nn1c(Cc2cccc3ccccc23)nnc1SCn1nnc2ccccc2c1=O	-2	4	-4	-6	9	7	-1	3	0	9	-1
O=C(CSc1nccc(=O)[nH]1)N1CCOCC1	8	11	13	8	-8	18	3	18	-1	0	0
COCCNC(=S)Nc1ccc2nc(N3CCCC3)cc(C)c2c1	-9	5	-22	-3	-6	-1	-7	-14	-43	-11	-2
Cc1cccc(NC(=O)CCS(=O)(=O)c2ccccc2)n1	-3	-26	6	-24	-5	-4	0	-2	10	1	-4
CSc1ccccc1C(=O)NC(C)c1ccc(-n2ccnc2)cc1 (stereo not drawn)	-15	12	-12	19	-4	-8	-5	9	-1	-6	-37
O=C(O)c1ccc(-c2noc(-c3cccc(C(F)(F)F)c3)n2)cc1	-10	-16	-49	-23	19	-11	-10	6	-25	-21	-16
O=C(NCc1nnc(SCC(=O)N2CCCc3ccccc32)o1)c1ccco1	8	2	19	-6	-1	-2	-4	-4	-6	9	-20
Cc1ccnc(NC(=O)c2ccc(S(=O)(=O)N3CCCCCC3)cc2)c1	-30	-176	-2	-82	12	-43	4	1	19	-47	-96
Cc1csc(NC(=O)CSc2nc3ccccc3s2)n1	5	27	-2	-1	5	6	0	0	8	6	-9
O=C(CN(C(=O)CCC(=O)Nc1nccs1)c1ccc2c(c1)OCCO2)NCc1ccco1	-7	-2	1	8	4	15	-3	15	-1	1	4
Cc1cc(C)c(S(=O)(=O)NCCCn2ccnc2)cc1C	18	-8	4	6	-2	-3	-7	13	-3	1	-15
CC(C)CC(=O)NC(=S)Nc1ccccn1	2	-6	-14	4	-7	-7	1	8	-17	0	-20
Oc1ccc(Cl)cc1CNc1cnc2ccccc2c1	4	-17	9	-19	-8	-7	3	-15	5	7	-13
O=c1cc(CN(Cc2ccccc2)Cc2ccccc2)c2c(ccc3ccccc32)o1	8	21	6	-6	-8	-24	1	12	12	/	9
O=C1[C@@H]2Cc3c([nH]c4ccccc34)CN2C(=O)CN1CCCO	-6	13	-8	4	12	-25	2	-6	5	-3	-23
